Screening results: PubChem, several laboratories
Runt-CBFb FRET: inhibitors of RUNX1 Runt–CBFb binding, primary screen, biochemical, FRET, Cerulean-Runt, Venus-CBFb, uHTS. Runt-related transcription factor 1 (Homo sapiens) + Core-binding factor subunit beta …. Cerulean-Runt/Venus-CBFb FRET ratio 530/480, 1 h. inhibition, % at 20 µM. 0.46% of 220,000 active;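 active = inhibition over about 50% at 20 µM in the single-dose screen, limit read from the data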;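 note: 0% = DMSO wells and 100% = excess unlabeled CBFb competitor control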
Target sequence (Q01196 whole entry, looked up): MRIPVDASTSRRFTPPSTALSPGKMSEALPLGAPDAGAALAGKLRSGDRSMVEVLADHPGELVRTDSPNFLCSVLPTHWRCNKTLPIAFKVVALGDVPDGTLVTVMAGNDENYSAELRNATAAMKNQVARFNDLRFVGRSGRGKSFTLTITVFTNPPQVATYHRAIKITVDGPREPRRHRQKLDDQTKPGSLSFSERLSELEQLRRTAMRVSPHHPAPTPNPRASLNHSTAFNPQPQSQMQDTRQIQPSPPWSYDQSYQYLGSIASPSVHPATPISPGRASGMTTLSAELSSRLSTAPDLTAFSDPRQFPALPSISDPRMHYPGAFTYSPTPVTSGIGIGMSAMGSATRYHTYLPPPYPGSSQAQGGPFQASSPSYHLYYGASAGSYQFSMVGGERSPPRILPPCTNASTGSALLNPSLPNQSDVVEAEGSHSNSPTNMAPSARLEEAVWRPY
Target sequence (Q13951 whole entry, looked up): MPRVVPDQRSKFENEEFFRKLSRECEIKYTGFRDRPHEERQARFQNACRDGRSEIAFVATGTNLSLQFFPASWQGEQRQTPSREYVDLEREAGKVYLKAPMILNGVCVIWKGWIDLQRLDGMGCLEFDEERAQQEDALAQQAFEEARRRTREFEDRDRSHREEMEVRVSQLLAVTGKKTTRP
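Doses: 20 µM compound in 1% DMSO | Material: Cerulean-labeled Runt domain protein | Amount: Each fluorescent fusion protein 100 nM | Schedule: Two 1 h room-temperature incubations shielded from light | Measured by: FRET fluorescence | Evaluation: Loss of energy transfer signal | Controls: Unlabeled CBFb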
Hck-Nef inh: inhibitors of Nef-activated human Hck kinase, primary screen, biochemical, Z-Lyte FRET, 384-well, Hck-YEEI | 0.68% of 220,000 active | Recombinant Hck-YEEI plus Nef, Z-Lyte FRET kinase assay | inhibition, % at 20 µM | Tyrosine-protein kinase HCK (Homo sapiens), P08631 | AID 463187, 2010;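 active = Hck-Nef kinase inhibition above about 50%, limit read from the data; inactive = inhibition below that limit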;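 note: 0% = DMSO with Hck plus Nef and 100% = Hck alone without Nef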
EP2 modulator: EP2 receptor modulators, cAMP readout, primary screen, cell-based, HTRF cAMP, PGE2 stimulation; Prostaglandin E2 receptor EP2 subtype (Homo sapiens), P43116; EP2-expressing cells, cAMP HTRF FRET, PGE2 co-stimulation; induction, % at 25 µM; 0.83% of 260,000 active; AID 940, 2007;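 active = compounds whose cAMP rise, as percent of the full-agonist control response, exceeds 60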;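 note: rat C6 glioma line stably carrying human EP2 under a CMV promoter; the protocol text gives 20 µM as final concentration; 100% = response of wells given 1 µM PGE2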
Runt-SMMHC FRET: inhibitors of RUNX1 Runt–CBFb-SMMHC binding, primary screen, biochemical, FRET, Cerulean-Runt, Venus-CBFb-SMMHC, uHTS; Runt-related transcription factor 1 (Homo sapiens) + Core-binding factor subunit beta …; Cerulean-Runt/Venus-CBFb-SMMHC FRET ratio 530/480, 1 h; inhibition, % at 20 µM; 0.74% of 220,000 active; AID 1434, 2008;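 active = mean inhibition across duplicate retests at 20 µM reaching about 50%, limit read from the data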;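 note: 0% = DMSO wells and 100% = wells with excess untagged CBFb-SMMHC; inhibitors lower the FRET ratio by blocking Runt binding to CBFb-SMMHC; some results filed as inactive read as strong as hits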
PERK inh: block of dimerizer-induced PERK translation repression, primary screen, PERK inhibitor project, CHO PERK-DD cells, SEAP luminescence, HTS. Eukaryotic translation initiation factor 2-alpha kinase 3 (Homo sapiens), Q9NZJ5. CHO PERK-DD fusion, SEAP luminescence translation reporter. inhibition, % at 5.6 µM. 0.17% of 220,000 active. AID 1416, 2008;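 active = inhibition above the mean inhibition of all tested compounds plus 3 SD, set separately per screening campaign, cut at about 2.9% in these data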;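 note: PERK kinase domain activated by AP20187 dimerizer at 100 nM; 0% = DMSO with dimerizer and 100% = rapamycin at 8.4 µM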
EP2 antag: human EP2 receptor antagonists, primary screen, TR-FRET cAMP, C6 glioma cells | C6 glioma cells expressing human EP2; cells stimulated with saturating PGE2 | inhibition, % at 25 µM | 0.52% of 260,000 active | AID 1422, 2008;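 active = percent inhibition above 40 after rounding to a whole number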;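 note: rat C6 glioma host cells with rolipram phosphodiesterase inhibitor present; the protocol text gives 20 µM as final concentration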
RBBP9 inh: human RBBP9 inhibitors, primary screen, biochemical, fluorescence polarization, FP-Rh probe, HTS; Serine hydrolase RBBP9 (Homo sapiens), O75884; recombinant RBBP9; inhibition, % at 7.94 µM; 0.2% of 220,000 active;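 active = inhibition above the campaign mean of all tested compounds plus 3 SD, cut at about 14% in these data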;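 note: plate controls were DMSO wells with RBBP9 for no effect and wells lacking RBBP9 protein for full effect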
Target sequence (O75884 whole entry, looked up): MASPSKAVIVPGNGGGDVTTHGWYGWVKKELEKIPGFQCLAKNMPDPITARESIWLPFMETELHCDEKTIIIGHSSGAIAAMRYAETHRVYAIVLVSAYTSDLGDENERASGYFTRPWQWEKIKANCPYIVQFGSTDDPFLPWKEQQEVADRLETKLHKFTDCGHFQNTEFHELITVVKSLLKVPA
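Test system: recombinant human RBBP9. Quantity: 2.5 µM RBBP9 dispensing solution, before mixing. Detection: FP readout at 525/598 nm. Reagent: Serine-hydrolase probe FP-Rh, 375 nM pre-mixing. Measure: % inhibition. Control set: DMSO-treated enzyme wells and wells lacking RBBP9. Buffer or medium: Tris-NaCl-Pluronic buffer, pH 8.0. Times: preincubation 30 min plus labeling 45 min at 25 °C.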
L929 necroptosis: inhibitors of zVAD-triggered necroptosis, primary screen, L929 cells. L929 zVAD necroptosis rescue, ATP luminescence, 24 h; with zVAD 60 µM. viability rescue, % at 10 µM. 0.38% of 220,000 active. AID 1377, 2008;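 active = activation, scaled between plate controls, above about 75%, limit read from the data; inactive = activation under that limit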;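 note: 0% = zVAD with DMSO and 100% = DMSO alone without zVAD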
TNF death inh: inhibitors of TNF-alpha triggered necroptosis, primary screen, cell-based, Jurkat FADD-/-, single concentration | Jurkat FADD-/- TNF necroptosis rescue, ATP luminescence, 24 h; 0 = TNF only, 100 = no-TNF cells | AID 463075, 2010 | activation (protection from cell death), % at 10 µM | 0.068% of 220,000 active;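 active = activation, meaning protection from cell death, of at least 50% relative to plate controls; inactive = activation below 50%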;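 note: necroptosis triggered by 40 ng/mL TNF-alpha added together with compound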
* marks the source's active call; other numbers are inactive results; / = no result given; & = joins results of further samples. An excerpt; count on the stated rates, not on these rows.

Values run as follows: Runt-SMMHC FRET	Runt-CBFb FRET	L929 necroptosis	TNF death inh	Hck-Nef inh	PERK inh	RBBP9 inh	EP2 modulator	EP2 antag
1. COc1ccc(-c2nn3c(-c4cccc(C)c4)nnc3s2)cc1OC
  /	/	0.5	-2.4	2	-0.3	-7	/	4
2. Cn1c(O)c(N=NC(=O)c2cc(-c3cccs3)nc3ccccc23)c2ccccc21
  -8	1	1.6	0.0	14	0.9	-11	-7	9
3. NS(=O)(=O)c1ccc(CCNC(=O)C(=O)NCC2OCCN2C(=O)c2ccc3c(c2)OCO3)cc1 (stereo not given)
  1	1	0.0	0.0	9	2.0	-1	-11	4
4. CC(CC(=O)Nc1cc([N+](=O)[O-])ccc1Cl)c1ccccc1 (stereo not given)
  2	-2	-0.1	-2.3	-1	0.6	-4	27	10
5. O=C(Cc1ccccc1Cl)NCCCn1ccnc1
  2	-1	0.3	0.8	0	0.4	-9	-1	8
6. CC(C)Cn1c(-c2ccc(C#N)cc2)nc2c1c(=O)[nH]c(=O)n2CC(C)C
  -1	-2	-1.1	-1.0	2	-1.4	-2	5	-3
7. CSc1ccccc1NC(=O)Nc1ccccc1Cl
  -4	-1	2.7	1.0	16	1.8	2	-5	3
8. COC(=O)C(C#N)C(=C1C(=O)CC(C)(C)CC1=O)c1ccc(O)cc1 (stereo not given)
  1	1	0.7	-0.9	-1	0.2	-5	18	11
9. Cn1c(=O)[nH]c(=O)c2c1nc(Br)n2CCSc1nc2ccccc2o1
  -3	2	0.1	-8.1	0	1.1	-4	13	6
10. Nn1c(SCC(=O)Nc2ccc(S(=O)(=O)N3CCCC3)cc2)nnc1C(F)(F)F
  0	1	0.9	-1.0	0	1.6	-6	24	10
11. CCCn1c(SCN2C(=O)c3ccccc3C2=O)nc2cc(Cl)ccc2c1=O
  4	0	/	1.3	4	0.0	-2	16	8
12. CCOC(=O)c1snc2c(=O)[nH]cnc12
  5	2	0.5	-0.5	4	0.2	-6	-3&6	34&24
13. Cn1c(O)c(N=Nc2nc(-c3ccccc3)cs2)c2ccccc21
  -40	-7	0.2	2.1	7	0.7	-1	-56	7
14. CCNS(=O)(=O)c1ccc(CCC(=O)Nc2ccccc2)cc1
  3	0	0.9	1.2	12	2.5	2	25	9
15. COc1ccc(NC(=O)Cn2nnc(C(=O)NCCc3ccc(OC)c(OC)c3)c2N)c(OC)c1
  -3	-1	3.6	-0.1	16	-0.4	-1	4	6
16. CN(C)c1ccc(P(=O)(COc2ccc([N+](=O)[O-])cc2)c2ccc(N(C)C)cc2)cc1
  -5	0	0.6	-6.3	1	-2.1	5	-29	20
17. COc1ccc(C(=O)NCCn2cc(SCC(=O)NCc3ccco3)c3ccccc32)cc1
  0	0	0.9	0.5	2	-1.2	-4	-7	13
18. Cc1nc2ncnn2c(C)c1CCC(=O)Nc1csc(N)n1
  -3	-1	-0.2	0.4	0	0.3	4	8	6
19. CCOc1ccc(C(Nc2ccc(C)cc2)P2(=O)OCCC(C)O2)cc1 (stereo not given)
  3	-2	-0.4	-1.3	-24	-1.4	-14	12	12
20. Cc1ccc(S(=O)(=O)N(CC(=O)N/N=C/c2cccc(Cl)c2)c2cccc3cccnc23)cc1
  2	-3	-0.6	-0.7	16	-0.1	-4	-1	/
21. CCOc1ccc(-c2nc(-c3ccc(OC)c(OC)c3)no2)cc1OCC
  2	-2	-0.2	-1.3	-20	1.1	0	11	22
22. CCOC(=O)c1cc(-c2csc(-c3cccc(Cl)c3)n2)on1
  -9	-1	1.4	1.3	0	0.3	10	24	11
23. Cc1cc(NC(=O)CCCn2ccc([N+](=O)[O-])n2)n(Cc2ccc(F)cc2)n1
  -2	-2	0.0	1.8	8	0.8	-9	16	6
24. COc1cc(N=c2oc3c(C)ncc(CO)c3cc2C(N)=O)cc(OC)c1OC
  -1	-1	-0.3	0.4	-5	0.3	-4	-27	6
25. O=C1CCCC/C1=C\Nc1ccccc1C(=O)O
  12	-1	1.2	1.0	5	0.3	5	19	6
26. Cn1c(=O)c(C(=O)Nc2cccnc2)c(O)c2ccccc21
  /	/	0.6	-1.4	15	1.7	1	/	/
27. S=C(NCc1ccncc1)Nc1ccc(Cl)cc1Cl
  -1	4	0.0	-2.2	2	2.4	-8	-30	8
28. S=C(NCc1ccco1)N/N=C/c1ccccc1Cl
  3	1	0.2	1.5	4	-0.9	-8	3	4
29. Cn1nc([N+](=O)[O-])nc1Sc1nnnn1-c1ccc(C(=O)O)cc1
  -6	0	12	0.3	21	1.0	3	9	7
30. O=C(O)c1ccc(N=C2SCC(=O)N2Cc2ccccc2)cc1
  4	2	24	0.7	14	0.0	-8	18	4

One compound at a time, from the list above. Screens in order: Runt-SMMHC FRET	Runt-CBFb FRET	L929 necroptosis	TNF death inh	Hck-Nef inh	PERK inh	RBBP9 inh	EP2 modulator	EP2 antag
O=C(Cc1ccccc1Cl)NCCCn1ccnc1 is listed with 2	-1	0.3	0.8	0	0.4	-9	-1	8
CCNS(=O)(=O)c1ccc(CCC(=O)Nc2ccccc2)cc1 is listed with 3	0	0.9	1.2	12	2.5	2	25	9
Cc1cc(NC(=O)CCCn2ccc([N+](=O)[O-])n2)n(Cc2ccc(F)cc2)n1 is listed with -2	-2	0.0	1.8	8	0.8	-9	16	6

Carrying on:
Values run as follows: Runt-SMMHC FRET	Runt-CBFb FRET	L929 necroptosis	TNF death inh	Hck-Nef inh	PERK inh	RBBP9 inh	EP2 modulator	EP2 antag
31. COc1ccc(S(=O)(=O)Nc2ccc(C)cc2)cc1N(C)S(=O)(=O)c1ccc(Cl)cc1
  3	0	0.3	-11	1	-0.5	-11	24	9
32. CCCNc1ncnc2c1cnn2-c1ccc(OC)cc1
  -2	/	12	1.0	6	1.3	-5	-15	/
33. O=C(CCCN=C1NS(=O)(=O)c2ccccc21)OCc1cc([N+](=O)[O-])cc2c1OCOC2
  0	-1	0.4	0.4	-5	0.9	-2	-10	4
34. COc1ccc([C@@H]2C(C#N)=C(N)S[C@@H](c3ccccc3)[C@@H]2[N+](=O)[O-])cc1
  1	1	-0.7	1.4	-2	0.8	-6	49	13
35. NCCCNC(=O)c1ccc(/C=N/O)nc1
  4	0	0.2	0.0	-10	0.8	2	19	10
36. CC(=O)N1C(Nc2ccc(Cl)cc2)CCN1c1ccccc1 (stereo not given)
  3	1	-0.2	-7.8	-1	0.1	-3	8	8
37. c1ccn2cc(-c3ccc4c(c3)OCCO4)nc2c1
  1	-2	0.0	-8.4	20	-0.8	-8	-41	6
38. CC1CN(C(NC(=O)c2ccccc2)C(Cl)(Cl)Cl)CC(C)O1 (stereo not given)
  0	-2	2.4	1.8	25	1.3	5	9	9
39. COc1ccc(-c2nnc(NC(=O)c3ccc(S(=O)(=O)N4CCc5ccccc5C4)cc3)o2)cc1
  1	-5	0.6	-1.8	-1	0.4	-13	12	/
40. COCCn1c(C)cc2c(c1=O)C(c1ccco1)C(C#N)=C(N)O2 (stereo not given)
  117*	112*	0.1	-7.1	0	0.6	2	-2	4
41. CC1Cc2ccccc2N1C(=O)CN1CCC(n2nnc3cc(C(F)(F)F)ccc32)CC1 (stereo not given)
  1	-3	0.6	-4.8	1	-2.4	8	-30	11
42. O=C(NCc1ccccc1F)c1ccc2c(c1)OCO2
  1	1	0.4	2.5	-1	-0.4	-6	11	8
43. C[C@@H](NC(=O)c1nc[nH]c1C(=O)N[C@@H](Cc1ccccc1)C(=O)OCc1ccccc1)c1ccccc1
  2	2	0.4	1.5	10	1.3	-21	27	8
44. CC(NC(=O)Cc1cccs1)C(c1cccs1)N1CCOCC1 (stereo not given)
  -6	1	-0.6	-1.0	7	-0.5	-9	-10	7
45. N=c1c2c3c(sc2ncn1CCCN1CCOCC1)CCCCC3
  3	1	-0.5	2.6	-2	-1.3	-10	12	4
46. CCC(=O)NCCc1cc2ccc(C)c(C)c2[nH]c1=O
  2	2	1.0	0.2	-3	0.3	1	-26	11
47. O=C(Cc1ccccc1)N[C@H](c1ccccc1)P(=O)(O)CO
  -3	0	-0.2	-2.5	2	0.9	-4	20	11
48. N#CC1=C(N)Oc2cc(O)ccc2C1c1cccnc1 (stereo not given)
  -18	-8	0.6	-4.9	15	0.2	-9	-4	4
49. OCCNCCCCOc1ccc(OCc2ccccc2)cc1
  2	-2	-0.4	4.1	1	0.2	-10	-78	5
50. CCCCNC(=O)c1ccc(-n2c(=S)[nH]c3ccccc3c2=O)cc1
  1	0	0.3	0.6	21	0.3	-9	-21	2
51. CCCCOC(=O)C(C)Sc1n[nH]c(=O)[nH]c1=O (stereo not given)
  4	0	0.1	1.0	1	0.7	-1	10	1
52. O=C(c1cccc(Cl)c1)N1CCN(Cc2ccccc2F)CC1
  0	-2	-0.1	-0.7	1	0.2	3	-3	8
53. CC(C)N=C1NN=C(c2ccc(Cl)c(Cl)c2)CS1
  3	1	9.4	1.9	25	-0.1	-4	-45	5
54. COc1ccc(/C=N/NC(=O)c2ccc(CSc3nc(C)cc(C)n3)cc2)c(OC)c1OC
  -13	-10	0.2	1.1	4	-0.2	-8	-66	16

Given bar-delimited: 3 of the compounds above.
No. | molecule | Runt-SMMHC FRET | Runt-CBFb FRET | L929 necroptosis | TNF death inh | Hck-Nef inh | PERK inh | RBBP9 inh | EP2 modulator | EP2 antag
39 | COc1ccc(-c2nnc(NC(=O)c3ccc(S(=O)(=O)N4CCc5ccccc5C4)cc3)o2)cc1 | 1 | -5 | 0.6 | -1.8 | -1 | 0.4 | -13 | 12 | /
37 | c1ccn2cc(-c3ccc4c(c3)OCCO4)nc2c1 | 1 | -2 | 0.0 | -8.4 | 20 | -0.8 | -8 | -41 | 6
32 | CCCNc1ncnc2c1cnn2-c1ccc(OC)cc1 | -2 | / | 12 | 1.0 | 6 | 1.3 | -5 | -15 | /

With a hit mark in Runt-SMMHC FRET (from the list above):
cpd	structure	Runt-SMMHC FRET	Runt-CBFb FRET	Hck-Nef inh	PERK inh	RBBP9 inh	EP2 modulator
40	COCCn1c(C)cc2c(c1=O)C(c1ccco1)C(C#N)=C(N)O2 (stereo not given)	117*	112*	0	0.6	2	-2
